Screening results (PubChem)
tim10-1 inh: growth inhibitors of tim10-1 mutant yeast, primary screen, luminescence, uHTS; S. cerevisiae tim10-1 ts strain growth, BacTiter-Glo, 24 h; inhibition, % at 20 µM; 2.2% of 330,000 active;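 active = inhibition of at least 40%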;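 also: mutant grown at 25 °C; 0% = DMSO wells with yeast and 100% = wells holding no yeast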
tim23-1 inh: growth inhibitors of tim23-1 mutant yeast, primary screen, luminescence, uHTS; S. cerevisiae tim23-1 growth, BacTiter-Glo luminescence, 24 h; inhibition, % at 20 µM; 1.3% of 330,000 active; AID 463212, 2010;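 active = growth inhibition of the mutant yeast at or above 50%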;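 also: temperature-sensitive mutant grown at 25 °C; plate controls were DMSO-treated mutant yeast for no effect and medium wells lacking yeast for full effect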
NLRP3 yeast inh: NALP3 inflammasome inhibitors in reconstituted yeast, primary screen, luminescence, uHTS | 0.39% of 330,000 active | Yeast reconstituted NLRP3/ASC/caspase-1, beta-gal luminescence, 24 h | inhibition, % at 10 µM;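 active = inhibition of 50% or more; inactive = inhibition below 50%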;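 also: plate controls were induced DMSO wells for no effect and uninduced yeast grown without galactose for full effect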
UPR CHOP act: activators of apoptotic CHOP UPR arm, primary screen, cell-based, CHO-CHOP luciferase reporter, luminescence, uHTS. 0.34% of 330,000 active. UPR activation; percent of tunicamycin response over DMSO baseline. activation, % at 10 µM;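 active = at 10 µM dose, activation of 40% or more, normalized to positive control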;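 also: 100% = tunicamycin at 10 µg/mL and 0% = DMSO alone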
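Test system: CHO-CHOP cells, stable luciferase reporter of PERK-eIF2a-CHOP signalling | Quantity: 500 CHO-CHOP cells per well | Buffer or medium: F12 plus 10% serum | Compound dosing: 10 µM single point, 0.5% DMSO | Schedule: 6 h compound treatment, 37 °C | Signal: Luciferase luminescence | Control set: Tunicamycin high control, DMSO low control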
XBP1 UPR activ: activators of adaptive XBP1 UPR arm, primary screen, cell-based, CHO-XBP1 luciferase reporter, luminescence, uHTS. activation, % at 20 µM. AID 463104, 2010. 0.33% of 330,000 active. IRE1-XBP1 UPR activation; percent of tunicamycin response, DMSO as zero;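 active = versus positive control, 20 µM dose yields 30% or more activation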;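 also: 100% = tunicamycin at 10 µg/mL and 0% = DMSO only wells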
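incubation = overnight seeding at 37 °C, 6 h compound treatment at 37 °C | assay system = CHO-XBP1 cells stably carrying IRE1-XBP1-driven luciferase reporter | input = 1000 cells per well | detection = luciferase luminescence | dosing = single point, 20 µM final compound, 1% DMSO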
Mdm2 MdmX PPI: inhibitors of human Mdm2-MdmX association, primary screen, cell-based, luminescence, split luciferase, SaOS-2, uHTS | Protein Mdm4 (Homo sapiens) + E3 ubiquitin-protein ligase Mdm2 (Homo sapiens), … | inhibition, % at 8 µM | 3% of 330,000 active | SaOS-2 split-luciferase Mdm2/MdmX complementation;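 active = inhibition of at least 50% at 8 µM in the primary screen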
NR3A LBD binder: binders of NR3A ligand-binding domain, primary screen, biophysical, differential scanning fluorimetry, uHTS; 2.5% of 340,000 active; Glutamate receptor ionotropic, NMDA 3A (GRIN3A) ligand-binding domain; NR3A LBD differential scanning fluorimetry, Tm shift; 0% = protein alone, 100% = glycine-bound protein; Tm shift relative to glycine control, % at 25 µM;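 active = melting temperature shift of at least 10% of the positive control shift, at one fixed dose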
TIM10 inh: growth inhibitors of isogenic TIM10 control yeast, primary screen, counter-screen for tim10-1 yeast inhibitor project, luminescence, uHTS; S. cerevisiae TIM10 strain growth, BacTiter-Glo luminescence, 24 h; inhibition, % at 10 µM; 1.4% of 330,000 active; AID 463195, 2010;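 active = inhibition of 40% or more at the single tested concentration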;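 also: wild-type TIM10 isogenic control strain grown at permissive 25 °C; 0% = DMSO yeast wells and 100% = minimal medium wells without yeast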
APJ ag: agonists of human apelin receptor APJ, primary screen, CHO-K1 cells, PathHunter beta-arrestin, luminescence | P35414 | 0% DMSO wells, 100% apelin | activation, % at 20 µM | 0.11% of 330,000 active;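 active = activation more than six SD over the plate average, tested at 20 µM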;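 also: 0% = DMSO alone and 100% = apelin-13 at 10 nM; some results filed as inactive read as strong as hits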
Target sequence (P35414 whole entry, looked up): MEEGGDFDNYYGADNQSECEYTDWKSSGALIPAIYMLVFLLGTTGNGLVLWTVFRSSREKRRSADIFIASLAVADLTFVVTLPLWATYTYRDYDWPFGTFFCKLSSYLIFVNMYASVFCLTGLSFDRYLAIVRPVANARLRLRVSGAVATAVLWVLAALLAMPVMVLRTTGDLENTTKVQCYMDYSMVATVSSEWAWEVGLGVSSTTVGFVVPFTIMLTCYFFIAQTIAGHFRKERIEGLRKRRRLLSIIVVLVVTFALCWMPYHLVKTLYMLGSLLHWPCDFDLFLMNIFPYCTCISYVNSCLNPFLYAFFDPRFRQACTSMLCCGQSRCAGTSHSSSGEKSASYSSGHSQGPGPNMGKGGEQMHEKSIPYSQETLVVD
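Assay system: engineered CHO-K1 APJ arrestin reporter cells; Amount: 1000 CHO-K1 reporter cells seeded per well; Dosing: one dose, 20 µM compound, 1% DMSO; Times: compound stimulation 90 min at 25 °C, detection 60 min; Measured by: luminescent beta-gal fragment complementation, chemiluminescent substrate; Read-out: APJ–arrestin association signal; Controls: DMSO vs Apelin-13 10 nM.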
* = called active by the depositor; · = no result given.

SMILES	tim10-1 inh	tim23-1 inh	NLRP3 yeast inh	UPR CHOP act	XBP1 UPR activ	Mdm2 MdmX PPI	NR3A LBD binder	TIM10 inh	APJ ag
Cc1ccc(NC2CCCN(C(=O)c3ccoc3C)C2)cc1C (stereo unspecified)	7.6	14.8	13.6	-1.3	2.8	11.4	-0.3	5.3	-2.3
COc1cccc(NC(=O)CSc2nc(O)c(C)c(=O)n2-c2ccc(C)cc2)c1	-5.0	5.5	-2.2	1.1	-3.0	-8.4	-4.4	-2.6	-3.8
c1ccc(CCNc2ccc3nncn3n2)cc1	12.4	16.7	8.3	0.2	-0.7	-25.8	-1.2	8.7	-1.1
Cc1ccc(S(=O)(=O)NCC(=O)NCC(=O)N2CCN(c3ncccn3)CC2)cc1C	-16.9	4.6	4.8	0.3	-1.1	1.8	-2.5	-17.2	-3.8
Cc1ccc(C)c(NC(=O)C(c2ccccc2)N2CCN(CC(=O)NC3CC3)CC2)c1 (stereo unspecified)	5.1	0.8	2.3	-0.6	1.2	17.4	-1.3	2.1	-4.0
CCOC(=O)N/N=C/c1cn(Cc2ccc(F)cc2)c2ccccc12	17.9	16.4	13.1	1.5	-2.6	22.6	2.6	19.0	-1.7
Cc1cccc(C)c1NC(=O)CN(C)C(=O)CCC(=O)N1CCOCC1	-16.1	-1.7	8.1	0.2	-4.2	2.9	-0.6	-6.8	0.7
O=C(OCc1ccccc1F)c1ccc2c(c1)OCCO2	34.4	22.3	36.5	4.0	3.3	-112.3	1.4	8.1	-2.7
Cc1cccc(Oc2ccc(NS(=O)(=O)c3ccc(C)c(C(=O)O)c3)cc2)c1	0.9	6.6	11.8	-2.0	2.5	13.6	1.4	11.3	-1.1
CC(=O)Nc1nc2ccc(NC(=O)c3ccco3)cc2s1	21.7	1.0	0.5	5.0	-0.1	-13.8	-7.5	16.6	1.0
O=c1[nH]c(SCc2nc3ccccc3n2Cc2ccccc2)nc2ccccc12	10.3	6.1	-0.7	-1.6	3.8	18.7	-2.5	6.7	-3.3
CC(Oc1ccccc1)c1ccnn1S(=O)(=O)c1ccccc1 (stereo unspecified)	17.6	6.7	11.1	0.2	-0.2	-10.1	2.4	11.0	0.2
C=CCN1C(=S)N[C@@H]2CS(=O)(=O)C[C@@H]21	5.7	-6.7	-7.0	0.9	-1.1	0.7	0.9	3.9	0.0
COc1cccc(/C=N/NC(=O)CNC(=O)C(c2ccccc2)c2ccccc2)c1O	-6.2	11.8	21.6	2.7	-0.4	57.2*	-3.7	19.1	1.5
CC(C)N1C(=S)SC(C)(C)C1n1oc(=O)n(-c2ccc(Cl)c(Cl)c2)c1=O (stereo unspecified)	38.7	12.3	-9.8	-1.6	-0.1	15.4	-0.9	16.1	-2.4
Cc1ccc(C)c(N2CCN(C(=O)c3ccc4nsnc4c3)CC2)c1	56.6*	61.0*	-32.6	1.2	-6.8	45.3	-3.5	28.2	-4.5
O=C1COc2ccc(-c3csc(=Nc4ccc(OC(F)F)cc4)n3CC3CCCO3)cc2N1 (stereo unspecified)	28.7	5.5	13.9	-1.7	-1.3	29.8	-9.7	40.3*	-4.0
CC1CCN(C(=O)C(NS(=O)(=O)c2cccc3nsnc23)c2ccccc2)CC1 (stereo unspecified)	35.8	36.3	15.8	-2.4	-1.5	4.1	-0.8	2.2	-1.9
O=C(COC(=O)c1ccc(O)cc1)Nc1ccc(S(=O)(=O)N2CCCC2)cc1	8.6	7.6	11.0	-2.5	1.2	-15.3	-4.3	10.4	-2.9
CC(=O)NC1=NN(C(C)=O)C(c2sccc2C)S1 (stereo unspecified)	7.2	-0.1	15.1	0.0	0.0	22.1	0.5	-7.1	-4.9
O=C(Nc1c(F)cc(F)cc1Br)C1CCCO1 (stereo unspecified)	9.0	-2.5	-13.0	0.1	0.8	0.4	1.8	0.5	-3.6
Cc1cccc2sc(NC(=O)CCn3cccc3)nc12	14.8	28.2	22.1	0.2	-2.1	7.0	-1.6	22.5	-1.9
CCC(C)[C@H](NC(=O)OC(C)(C)C)C(=O)N/N=C/c1cccc2nccnc12 (stereo partly specified)	17.9	15.5	12.1	1.1	-0.3	-4.8	-3.0	-4.4	-3.8
Cc1ccc(-c2nc(CS(=O)CC(=O)NCCN3CCCC3)c(C)o2)cc1 (stereo unspecified)	0.5	-5.4	-10.3	0.5	-1.6	18.2	1.7	0.9	-4.0
Cc1ccc(NC(=O)CSCC(=O)Nc2cccc(S(=O)(=O)N3CCCCCC3)c2)cc1	-4.2	14.8	9.6	-1.4	-2.5	9.6	-0.9	-2.6	-5.2
Cn1c(=O)c(=O)n(C)c2cc(S(=O)(=O)N3CCCC3C(=O)NCc3ccco3)ccc21 (stereo unspecified)	-5.4	9.4	-2.3	0.9	-0.7	9.3	0.0	-16.9	1.5
O=C(/C=C/c1ccc2c(c1)OCO2)Nc1nc(-c2ccc(F)cc2)cs1	2.5	4.9	4.8	1.8	1.6	30.3	·	0.4	-0.1
CCOC(=O)c1ccc(NC2c3ccccc3C(=O)N2c2cccnc2)cc1 (stereo unspecified)	11.0	14.2	-17.5	0.6	-0.6	3.9	-2.7	14.0	-2.5
CCS(=O)(=O)N1CCCC(C(=O)NCc2ccc(C)cc2)C1 (stereo unspecified)	6.2	6.7	3.4	0.9	0.7	-7.9	-0.6	6.8	-1.2
COc1ccc2oc3cc(C)[n+]([O-])c(-c4ccc(Br)cc4)c3c2c1	42.5*	33.2	7.5	1.2	-1.4	-12.5	-2.9	8.1	0.2
CCOC(=O)C(NC(=O)c1ccccc1)(N1CCCC1=O)C(F)(F)F (stereo unspecified)	20.1	1.7	9.3	2.0	-0.1	8.5	-0.2	-15.6	-0.5
Cc1ccc(NC(=O)COC(=O)CSC(=S)N2CCOCC2)cc1C	3.4	15.5	6.4	-0.4	-5.3	14.9	0.6	1.1	-0.7
COc1ccc2cc(CCNC(=O)C3CCCC3)c(=O)[nH]c2c1	-9.0	7.3	13.8	0.9	2.4	8.2	-1.2	5.4	-3.0
Cc1c(CCC(=O)NCCCn2ccnc2)c(=O)oc2cc3occ(C(C)(C)C)c3cc12	19.9	4.6	13.9	2.3	2.0	25.1	-7.8	4.4	-2.4
NS(=O)(=O)c1ccc(CNC(=O)c2ccc(Cl)c(S(=O)(=O)NCc3ccccc3)c2)cc1	0.1	1.9	10.4	-1.6	-2.2	17.2	-3.8	7.0	-4.5
COC(=O)C1=C(C(=O)OC)SC(=C2C(=S)C(C)(C)N(C(=O)C(C)C)c3ccccc32)S1	9.5	27.9	23.8	9.2	-3.8	0.3	3.3	10.5	-4.6
COc1cc(CNC2CCCC2)c(Br)cc1OCc1ccccc1	27.9	13.2	14.5	-2.0	-1.3	24.3	-3.4	11.5	-1.5
CN(C)C(CNC(=O)c1ccc([N+](=O)[O-])cc1Cl)c1ccco1 (stereo unspecified)	-5.2	1.0	20.0	4.7	2.6	15.1	-0.1	-12.8	1.6
COc1cc(OC)cc(-c2nnc(SCC(=O)N(C(C)C)C(C)C)o2)c1	17.9	12.9	14.4	1.9	-0.3	8.1	-0.9	0.8	1.0
Cc1ccc(NC(=O)N2CCCC2c2cccs2)cc1 (stereo unspecified)	5.9	28.7	15.8	-1.6	-3.3	1.1	0.9	12.7	-3.2

Two entries from above, field by field:
COC(=O)C1=C(C(=O)OC)SC(=C2C(=S)C(C)(C)N(C(=O)C(C)C)c3ccccc32)S1
  tim10-1 inh = 9.5	tim23-1 inh = 27.9	NLRP3 yeast inh = 23.8	UPR CHOP act = 9.2	XBP1 UPR activ = -3.8	Mdm2 MdmX PPI = 0.3	NR3A LBD binder = 3.3	TIM10 inh = 10.5	APJ ag = -4.6
Cc1ccc(NC(=O)CSCC(=O)Nc2cccc(S(=O)(=O)N3CCCCCC3)c2)cc1
  tim10-1 inh = -4.2	tim23-1 inh = 14.8	NLRP3 yeast inh = 9.6	UPR CHOP act = -1.4	XBP1 UPR activ = -2.5	Mdm2 MdmX PPI = 9.6	NR3A LBD binder = -0.9	TIM10 inh = -2.6	APJ ag = -5.2

Look-ups from the results shown:
`CC(Oc1ccccc1)c1ccnn1S(=O)(=O)c1ccccc1` (stereo unspecified) in tim23-1 inh has 6.7
`Cc1ccc(NC(=O)COC(=O)CSC(=S)N2CCOCC2)cc1C` in Mdm2 MdmX PPI has 14.9
`O=C(OCc1ccccc1F)c1ccc2c(c1)OCCO2` in Mdm2 MdmX PPI has -112.3
`CC(=O)NC1=NN(C(C)=O)C(c2sccc2C)S1` (stereo unspecified) in NLRP3 yeast inh has 15.1

The listing continues:
SMILES	tim10-1 inh	tim23-1 inh	NLRP3 yeast inh	UPR CHOP act	XBP1 UPR activ	Mdm2 MdmX PPI	NR3A LBD binder	TIM10 inh	APJ ag
O=C(NCc1ccc(F)cc1)c1ccc(N2CCc3ccccc32)c([N+](=O)[O-])c1	41.9*	39.4	26.9	-0.2	-2.6	32.3	-3.9	18.1	-0.9
COC(=O)COc1ccccc1/C=C1/NC(=O)NC1=O	6.7	5.4	6.6	-0.5	-1.1	10.9	-1.9	0.7	-1.1
CCCOP(=O)(c1ccc(N(C)C)cc1)C(Nc1ccccc1)c1ccc(C)cc1 (stereo unspecified)	25.1	23.4	10.2	-0.4	-0.9	1.3	2.5	19.5	-0.8
CCOC(=O)N1CCC(N2CCN(S(=O)(=O)c3ccc4ccccc4c3)CC2)CC1	37.9	32.3	4.3	-0.1	1.0	2.7	-0.1	27.6	2.9
O=S(=O)(NCc1ccc2c(c1)OCO2)c1ccccc1F	31.4	11.5	15.6	-0.3	-3.6	9.4	0.0	-8.3	0.1
CCC(C)c1ccccc1NC(=O)CN(C)CC(=O)Nc1ccccc1SC (stereo unspecified)	11.9	18.2	11.6	0.0	1.8	9.6	-0.7	17.1	-1.0
CCOc1ccc(C2=NNC(c3cccs3)=Nc3ccc(OCC)cc32)cc1	28.9	55.0*	47.7	1.1	-4.1	30.4	·	51.8*	-5.0
C[C@H](CO)N1C[C@H](C)[C@@H](CN(C)C(=O)NC2CCCCC2)Oc2c(NC(=O)c3ccncc3)cccc2C1=O	-6.8	-3.1	11.9	-1.3	-3.6	-0.7	-0.8	11.0	-3.8
O=C1C2C3C=CC(C4CC34)C2C(=O)N1CCCCN1CCN(c2ccc(F)cc2)CC1 (stereo unspecified)	18.0	-0.5	23.4	-0.1	-2.8	5.0	-0.9	-1.0	3.1
O=C(NC(=S)Nc1ccc(C(F)(F)F)cc1)c1csnn1	10.8	1.7	22.1	-0.8	-2.0	-0.5	-1.1	-2.3	-3.4
COc1cccc(NC(=O)CSc2nnc(-c3ccco3)c(-c3ccco3)n2)c1	-0.6	-0.6	5.5	-1.2	-6.5	-10.4	-10.1	2.5	2.8
CN(CCOc1ccccc1)C(=O)c1ccc(OC2CCN(C(=O)C3CC3)CC2)cc1	2.2	20.0	-2.6	-1.4	-0.6	21.1	0.8	13.3	-0.5

Rows are unselected; any-hit rate near 8.2%.
